# H9c2 protect: modulators protecting cardiomyocytes from myocardial damage; H9c2 cardiomyocytes, H2O2 injury protection, ATPLite, 2 h; protection from H2O2 cell death, % at 20 µM; 360,000 compounds, 0.63% hits; AID 588492;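 active means compounds giving at least 50% protection of heart cells from peroxide-induced death in the single-dose screen, raw or plate-pattern-corrected value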;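 further: 0% = DMSO wells with peroxide and 100% = DMSO wells without peroxide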
# MC4R ag barr: activates human MC4R beta-arrestin recruitment. AID 540308. 360,000 compounds, 0.98% hits. activation, % at 8.9 µM. U2OS MC4R beta-arrestin complementation, luminescence; percent of melanotan II response, DMSO zero;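 active means activation above a per-plate cutoff, the mean activation of sample wells on that plate plus 3 SD, cut at about 8% in these data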
# Target sequence (P32245 whole entry, looked up): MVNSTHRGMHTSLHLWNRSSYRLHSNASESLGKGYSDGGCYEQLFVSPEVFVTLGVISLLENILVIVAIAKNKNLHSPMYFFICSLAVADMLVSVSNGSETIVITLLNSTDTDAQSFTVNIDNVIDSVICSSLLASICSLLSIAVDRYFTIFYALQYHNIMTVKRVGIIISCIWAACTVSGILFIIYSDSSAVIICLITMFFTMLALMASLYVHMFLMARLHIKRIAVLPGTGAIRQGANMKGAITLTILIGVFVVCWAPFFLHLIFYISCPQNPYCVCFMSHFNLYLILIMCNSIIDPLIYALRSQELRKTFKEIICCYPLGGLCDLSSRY
# Granule exo inh: blocks lytic granule exocytosis; inhibition, % at 10 µM; TALL-104 LAMP-1 surface exposure, flow cytometry; cells stimulated with thapsigargin and PMA; 360,000 compounds, 0.66% hits; AID 651702;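 active means inhibition above about 55%, limit read from the data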
# PDI inh: PDI (human) enzyme inhibition. P07237. PDI insulin aggregation turbidity, A650, 90 min. inhibition, % at 10 µM. 350,000 compounds, 0.052% hits;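 active means mean inhibition across replicates of 30% or more, whatever share of single replicates reach that level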;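 further: absorbance from insulin aggregation driven by PDI reduction with DTT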
# Target sequence (P07237 whole entry, looked up): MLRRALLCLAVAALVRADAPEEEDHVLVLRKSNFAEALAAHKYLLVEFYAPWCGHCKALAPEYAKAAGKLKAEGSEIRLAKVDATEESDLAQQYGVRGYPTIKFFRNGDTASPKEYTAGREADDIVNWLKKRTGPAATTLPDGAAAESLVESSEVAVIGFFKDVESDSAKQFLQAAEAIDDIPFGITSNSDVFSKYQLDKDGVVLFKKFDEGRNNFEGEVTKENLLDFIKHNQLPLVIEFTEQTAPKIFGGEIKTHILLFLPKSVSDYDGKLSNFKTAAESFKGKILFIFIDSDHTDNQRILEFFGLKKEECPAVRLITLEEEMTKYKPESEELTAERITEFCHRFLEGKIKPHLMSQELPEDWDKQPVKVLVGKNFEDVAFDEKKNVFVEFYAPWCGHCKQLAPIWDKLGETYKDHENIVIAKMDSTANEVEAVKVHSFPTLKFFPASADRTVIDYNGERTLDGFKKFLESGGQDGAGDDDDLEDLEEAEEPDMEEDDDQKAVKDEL
# MC4R antagonist: human MC4R antagonism in cAMP assay; P32245; MC4R-expressing cells, MTII-stimulated cAMP, LANCE TR-FRET; inhibition, % at 6.5 µM; 360,000 compounds, 0.48% hits; AID 540295;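 active means inhibition above its plate's cutoff, the mean of tested wells on that plate plus 3 SD, cut at about 29% in these data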;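 further: 0% = Melanotan II alone and 100% = Melanotan II plus saturating MCL0020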
#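 system = U2OS cells with stable human MC4R expression | also added = Melanotan II challenge after compound preincubation | dosing = one concentration, 6.5 µM nominal | incubation = compound 30 min, challenge 1 h, detection 1 h | measured by = TR-FRET with Eu-cAMP and labeled anti-cAMP, 671 nm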
# HTR2A ag: mouse HTR2A agonism via beta-arrestin recruitment. P35363. CHO-K1 mHTR2A beta-arrestin complementation, luminescence; percent of 30 µM serotonin response. activation, % at 7.6 µM. 360,000 compounds, 0.66% hits. AID 624169;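 active means activation above a run cutoff, the mean activation of all tested compounds plus 3 SD, cut at about 14% in these data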;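 further: 0% = plate median of compound wells and 100% = 30 µM serotonin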
# ABCB6 inh 2: human ABCB6 transporter inhibition; fluorescence ratio to DMSO, % at 10 µM; K562-ABCB6 porphyrin accumulation, flow cytometry, 1 h; stronger effect = lower value; Q9NP58; 360,000 compounds, 0.19% hits;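 active means fluorescence ratio to DMSO below 75%, the collection mean minus 3 SD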;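 further: signal is porphyrin accumulated inside mitochondria; 100% equals median channel fluorescence of DMSO control wells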
# ABHD5 PLIN5 PPI: ABHD5-PLIN5 protein interaction inhibition; Split G. princeps luciferase complementation, luminescence, 4 h; 360,000 compounds, 0.78% hits; Q00G26+Q8WTS1; inhibition, % at 4 µM; AID 602281;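 active means inhibition above the mean inhibition across every tested compound plus 3 SD, cut at about 22% in these data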;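 further: 0% = DMSO only wells and the 100% control is not disclosed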
# N-glyco inh: N-linked glycosylation inhibition; 360,000 compounds, 0.23% hits; reporter increase, % at 12.5 µM; D54 ERlucT glycosylation luciferase reporter, 24 h; percent of 100 nM tunicamycin response;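 active means mean luciferase reporter signal, scaled so untreated is 0 and the glycosylation-blocking control 100, at or above a set limit in every replicate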;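 further: luciferase carries N-glycosylation sites so blocking glycosylation raises the light; 0% = median of neutral control wells and 100% = median of 100 nM tunicamycin wells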
# CaV13 ICDI inh: Primary screen for inhibitors of IQ motif and Ca2+-dependent inactivation inhibitor domain binding in CACNA1D, Förster resonance energy transfer in living cells, …; HEK cells, CFP/YFP FRET ICDI-IQ, plate reader, 10 min; percent FRET-ratio fall versus neutral wells; 340,000 compounds, 0.098% hits; inhibition, % at 12.3 µM;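 active means mean replicate inhibition of at least 30% and at least 1% of replicates passing that level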;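 further: 0% = median of the neutral control wells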
# * = called active by the depositor; . = not tested or not shown.
smiles,H9c2 protect,MC4R ag barr,Granule exo inh,PDI inh,MC4R antagonist,HTR2A ag,ABCB6 inh 2,ABHD5 PLIN5 PPI,N-glyco inh,CaV13 ICDI inh
COc1ccc(CNC(=O)CSc2nnc(C3CC3)n2C2CC2)cc1,-1,-0.2,16,5,12,-1,96,7,-2,-6
COCCNC(=O)C(c1ccc(F)cc1)N(C(=O)CCC(=O)Nc1nccs1)c1cccc(C)c1 (configuration not stated),0,-1.2,4,-5,2,0,99,-5,0,-3
COC(=O)[C@H]1C[C@@H](c2ccccc2)[C@H](C)C1(C)C,2,-0.8,6,-13,7,2,97,6,1,-9
O=C(CN1CCCCCC1)Nc1ccc(S(=O)(=O)N2CCOCC2)cc1,6,1.9,-1,20,6,2,102,0,1,-6
CCCCNC(=O)C[C@@H]1C[C@@]2(C(=O)OCC)CCCC=C2N(Cc2ccccc2)C1=O,.,.,-2,.,.,0,.,-2,.,-7
NC(=O)CC(NC(=O)Cc1ccc(Br)cc1)c1ccc(N2CCN(c3ccccc3)CC2)c([N+](=O)[O-])c1 (configuration not stated),-4,0.0,-4,1,7,8,98,-12,0,-6
O=C(Nc1nc(-c2ccccn2)cs1)C1CC(=O)N(c2ccc3c(c2)OCCO3)C1 (configuration not stated),34,-0.1,-1,-3,11,2,106,1,1,-3
Oc1ccc(Cl)cc1-c1cc(-c2ccccc2Cl)[nH]n1,-20,3.2,0,3,-1,1,90,-2,1,-6
CCOC(=O)C1CCCN(S(=O)(=O)c2ccc(-c3cc(C)no3)s2)C1 (configuration not stated),-7,-2.2,-2,2,-2,0,101,-9,3,-5
CC(C)CC1C(C#N)=C(N)SC(N)=C1C#N,-10,1.1,-2,16,1,-2,94,0,2,-7
CC(C)(C)S(=O)N1Cc2cc(C(=O)N3CCOCC3)nc(-c3cccc(Br)c3)c2[C@@H]1CCO (some centres not stated),1,.,-2,.,.,0,106,-6,3,-4
CCOC(=O)/C(N=Nc1c(C)n(C)n(-c2ccccc2)c1=O)=C(\C)O,10,-1.2,1,6,10,-1,98,-5,0,-5
COc1ccc(S(=O)(=O)N2CCC(n3cnc4cc(C(F)(F)F)ccc43)CC2)cc1,0,-1.0,-1,5,-4,0,99,1,-4,-5
CCCOc1ccc(CC(=O)NNC(=S)Nc2ccccc2)cc1Br,-10,-3.1,-5,-49,-4,-3,99,-15,2,1
Cc1cc(Br)ccc1OCC(=O)NNC(=O)Cc1ccccc1,-6,1.4,-10,7,20,-1,94,-3,4,-4
Cc1ccc(S(=O)(=O)N/N=C/c2cn(C)nc2C)cc1,4,0.4,1,-2,-5,-3,88,-1,0,.
COc1ccccc1CNC(=O)C1CCCN(S(=O)(=O)c2cccc3nonc23)C1 (configuration not stated),4,-0.4,3,-6,0,4,98,9,-2,-6
CCC(C)[C@H](NC(=O)OC(C)(C)C)C(=O)N/N=C/c1ccc2cc(OC)ccc2n1 (some centres not stated),-1,-0.6,4,-2,5,-5,99,-3,1,-6
Cc1cccnc1NC(=O)c1nn(C)c2c1CS(=O)(=O)c1ccccc1-2,2,-1.5,-3,10,-2,2,97,9,2,-4
COc1ccc(OC)c(C2N(c3cc(C)on3)C(=O)C3CCCN32)c1 (configuration not stated),10,-1.4,1,3,2,6,103,-2,0,-5
CC/C(O)=C1\C(=O)CCCC1=NCCc1c(C)[nH]c2ccc(C)cc12,-3,1.2,0,-3,4,8,98,3,-3,-4
COc1ccc(-n2c(Cc3cccn3C)nnc2SCC(=O)Nc2ccc(C(C)=O)cc2)cc1,10,0.0,0,.,14,2,97,2,0,-2
COc1ccc(C(=O)Nc2nnc(S(=O)(=O)N(C)Cc3ccc(F)cc3)s2)cc1OC,-4,-0.5,2,0,2,1,101,-5,1,-6
CC1CC(C)CN(CC(C)(C)NS(=O)(=O)c2ccc(Cl)cc2)C1 (configuration not stated),3,1.0,7,-4,0,-4,104,-1,-3,-5
COc1cccc(C(=O)NCC(c2cccs2)N2CCc3ccccc32)c1 (configuration not stated),2,0.8,-1,0,5,9,100,7,-1,-6
CC1(C)Cc2cccc(C(=O)Nc3ccncc3)c2O1,-9,-0.7,3,-4,0,3,95,9,2,-24
Cc1ccccc1N1CC(C(=O)Nc2nnc(SCc3cccnc3)s2)CC1=O (configuration not stated),0,-4.8,4,-6,2,6,107,-1,2,.
NS(=O)(=O)c1ccc(CCNC(=O)c2ccc[nH]c2=S)cc1,13,-1.1,-4,2,1,3,101,1,2,-18
O=C(Nc1ccc(-c2nc3ccccc3[nH]2)cc1)C1CCCN(Cc2ccn[nH]2)C1 (configuration not stated),8,2.1,5,0,8,-2,93,-2,-4,-5
COc1cccc(CC(=O)OC(C)C(=O)Nc2ccc(N3CCOCC3)cc2)c1 (configuration not stated),2,2.5,-10,6,-3,0,100,7,3,-6
CCCC(=O)N1CCN(c2nc3ccc(CC)cc3s2)CC1,-6,-1.9,-1,-6,10,5,91,2,0,-7
O=C(C#Cc1cccc([N+](=O)[O-])c1)c1ccccc1,-20,-3.5,70*,-13,26,-3,95,30*,-7,.
CCOc1ccc(CCNC(=O)CN2CCN(Cc3ccccc3C)C2=O)cc1OCC,1,1.4,-2,-10,-3,-3,95,2,-2,-2
CC1(C)CC(=O)C/C(=N\NC(=S)NCc2ccccc2)C1,2,-1.5,0,-1,4,17*,103,0,1,-3
O=C(Cn1c(CN2CCCCC2)nc2ccccc2c1=O)NCc1ccco1,0,-1.3,2,16,0,-4,99,-2,2,.
O=C(O)c1ccc(OCC2CCCO2)cc1 (configuration not stated),6,0.5,-6,-3,16,-4,99,6,2,-20
O=C(COC(=O)CN1C(=O)C2CCCCC2C1=O)NCc1ccc(Cl)cc1Cl (configuration not stated),0,-1.6,-3,-9,4,-2,99,-3,0,-4
Cc1nc2cc(C(F)(F)F)ccc2n1C,8,-1.2,21,8,12,0,97,-4,1,-5
COc1ccccc1/C=C/C(=O)c1ccc(NC(C)=O)cc1,-2,1.2,-5,-7,-1,-6,98,11,0,-6
COc1ccc2c(c1)c(=O)c(C(=O)c1ccc(Cl)cc1)cn2CC(=O)Nc1ccc(F)cc1,3,-0.4,-11,-5,22,0,100,5,-13,-7
CCC(=O)Oc1ccc(NC(=O)CSCc2ccccc2)cc1,-9,0.5,-9,-15,-7,-4,100,2,-2,7
CC1(C)Cc2c(c(N3CCOCC3)nc3sc(C(=O)N4CCCCC4)c(N)c23)CO1,12,0.8,0,-4,5,2,90,-5,2,-6
CC1CCC2(CC1)NC(CO)(CO)CO2 (configuration not stated),-1,-1.8,0,4,12,1,98,6,1,-8
O=C(NCc1ccc(F)cc1)C1CCN(S(=O)(=O)c2ccc(Cl)cc2)CC1,-4,0.5,-4,15,-1,-8,101,4,1,-3
Cc1ccc(S(=O)(=O)N(CC(O)CN2C(=O)NC(C)(C)C2=O)c2cccc(C)c2)cc1 (configuration not stated),2,-1.0,12,4,0,0,97,2,1,-5
Cc1ccc(NS(=O)(=O)c2ccc3[nH]c(=O)oc3c2)c(C)c1,2,-0.2,-1,3,13,10,100,-7,-1,-7
COc1cccc(CNS(=O)(=O)c2ccc3c(c2)N(C(C)=O)CCO3)c1,2,-0.3,1,4,-3,-6,101,4,0,-14
Cc1cccc(OCCCC(=O)NC(C)c2ccccc2)c1 (configuration not stated),-1,3.8,0,-1,2,-1,100,-2,6,-1
CSCc1cc(N(C)c2ccccc2)nc(-c2ccccn2)n1,-8,5.2,-17,3,17,-15,95,4,-1,-18
COc1cc(C(C)=O)ccc1OCC(=O)Nc1ccc(C)c(S(=O)(=O)N2CCCCCC2)c1,-16,0.6,0,12,10,6,86,-6,-5,-17
CCOc1ccc(S(=O)(=O)N2CCN(Cc3ccc4c(c3)OCO4)CC2)cc1Cl,-16,0.5,54,4,-1,0,92,-6,2,-3
CCCCCOC(=O)C1=C(C)NC(=O)NC1c1ccc(N(C)C)cc1 (configuration not stated),-5,3.2,-1,-7,-3,2,114,-1,3,-6
Cc1cccc2[nH]c(CCNC(=O)C3CCC(=O)N(CCc4cccc(F)c4)C3)nc12 (configuration not stated),-1,-3.0,-1,18,0,-2,97,2,1,-7
COc1cc(-c2nc(S(=O)(=O)c3ccc(C)cc3)c(N3CCOCC3)o2)cc(OC)c1OC,0,-0.7,-1,-17,-5,2,119,-1,1,.
C[C@@H]1CN([C@@H](C)CO)C(=O)c2cc(Br)cnc2O[C@H]1CN(C)C(=O)C1CC1,-7,-0.4,-2,-4,10,5,97,5,1,-6
COCCNC(=O)/C(C#N)=C/c1c(N2CCCCCC2)nc2ccccn2c1=O,3,0.4,-11,4,22,-7,98,-25,0,4
O=C(CSc1nc2nn(-c3ccccc3)c(=O)c-2c2n1CCCCC2)NCCCc1ccccc1,24,-0.7,14,4,-1,0,98,4,0,-3
COc1ccc(C2=NN(C(=O)CN3CCOCC3)C(c3nc4ccccc4[nH]3)C2)cc1 (configuration not stated),-3,-2.6,12,-8,9,-1,99,0,1,-5
COC(=O)C(C)Oc1ccc(-c2nccc(-c3ccccn3)n2)cc1 (configuration not stated),-1,-0.7,7,3,7,-2,96,-7,2,-6
COc1ccc(C(NC(=O)/C=C/c2ccco2)c2ccc(OC)cc2)cc1,4,3.1,0,4,-2,-1,91,25*,0,-16
COc1ccc(C(=O)NC2CCCc3c2cnn3-c2cccc(C)c2C)c(OC)n1 (configuration not stated),-16,-0.7,4,1,2,-1,83,-2,-13,.
Cc1cc(C)n2nc(CC(=O)NC3CCCCCC3)nc2n1,5,-1.5,-3,3,9,-1,106,-7,1,-4
O=C(/C=C/c1cccs1)c1ccc(NC(=O)c2cccc(Br)c2)cc1,2,3.3,5,-10,8,-2,101,13,-2,-4

# HTR2A ag, entries above that show a hit.
mol	MC4R ag barr	Granule exo inh	PDI inh	MC4R antagonist	HTR2A ag	ABCB6 inh 2	ABHD5 PLIN5 PPI	N-glyco inh	CaV13 ICDI inh
CC1(C)CC(=O)C/C(=N\NC(=S)NCc2ccccc2)C1	-1.5	0	-1	4	17*	103	0	1	-3

# Some of the entries so far, with each value named.
compound: COc1cccc(CNS(=O)(=O)c2ccc3c(c2)N(C(C)=O)CCO3)c1
- H9c2 protect = 2
- MC4R ag barr = -0.3
- Granule exo inh = 1
- PDI inh = 4
- MC4R antagonist = -3
- HTR2A ag = -6
- ABCB6 inh 2 = 101
- ABHD5 PLIN5 PPI = 4
- N-glyco inh = 0
- CaV13 ICDI inh = -14
compound: Cc1cccc(OCCCC(=O)NC(C)c2ccccc2)c1 (configuration not stated)
- H9c2 protect = -1
- MC4R ag barr = 3.8
- Granule exo inh = 0
- PDI inh = -1
- MC4R antagonist = 2
- HTR2A ag = -1
- ABCB6 inh 2 = 100
- ABHD5 PLIN5 PPI = -2
- N-glyco inh = 6
- CaV13 ICDI inh = -1
